# High-throughput results as filed in PubChem BioAssay.
# CRFBP-R2 agonist – agonists of human CRF-binding protein/CRF-R2 receptor complex; HEK293 CRF-R2/CRF-BP, calcium dye fluorescence (FLIPR); percent of saturating CRF peptide response; activation, % at 13.2 µM; hit rate 0.46% among 350,000; AID 588473;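 active means activation of at least 50%, plus an integration ratio under a set limit after plate pattern correction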;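 further: plate controls were neutral control wells without compound for no effect and CRF at EC100 for full effect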
# TAAR1 agonist – agonists of human TAAR1. activation, % at 3 µM. AID 624467. CHO RD-HGA16 TAAR1, Fluo-8 calcium fluorescence; vehicle wells 0%, saturating PEA agonist 100%. hit rate 0.99% among 360,000;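 active means activation above the mean activation of all test compounds in the run plus 3 SD, cut at about 38% in these data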
# Target sequence (Q96RJ0 whole entry, looked up): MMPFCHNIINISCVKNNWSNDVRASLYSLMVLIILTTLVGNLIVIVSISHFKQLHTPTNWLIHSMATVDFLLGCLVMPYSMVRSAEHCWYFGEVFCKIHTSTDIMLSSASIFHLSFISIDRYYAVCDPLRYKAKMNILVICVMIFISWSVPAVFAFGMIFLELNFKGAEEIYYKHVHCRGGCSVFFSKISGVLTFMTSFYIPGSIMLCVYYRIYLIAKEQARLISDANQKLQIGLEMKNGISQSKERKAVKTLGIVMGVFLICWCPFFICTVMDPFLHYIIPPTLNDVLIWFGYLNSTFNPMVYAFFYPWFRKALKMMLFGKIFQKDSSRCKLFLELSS
#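 Signal – calcium-sensitive Fluo-8 signal, excitation 470-495, emission 515-575 nm · System – RD-HGA16 (CHO) cells co-expressing Gα16 and hTAAR1 · Incubation – 17-24 h seeding, 75 min 37 °C dye, 30 min RT · Compound dosing – 3 µM single concentration · Repeats – no replicates (n 1)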
# CHRM4 PAM – CHRM4 positive allosteric modulation; AID 624126; hit rate 0.4% among 360,000; activation, % at 3 µM; CHO-K1 hM4/Gqi5, Fluo-8 calcium fluorescence, ACh EC20; 0% = ACh EC20, 100% = maximal ACh;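 active means activation above its plate's cutoff, the mean activation of sample wells plus 3 SD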; further: some results filed as inactive read as strong as hits
# CHRM5 antagonist – CHRM5 antagonism in calcium assay | inhibition, % at 3 µM | AID 624040 | CHO-hM5 cells, Fluo-8 calcium fluorescence, ACh EC80 | hit rate 0.59% among 360,000;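 active means inhibition above a per-plate cutoff, the mean of that plate's test compounds plus 3 SD, cut at about 27% in these data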;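 further: 0% = acetylcholine EC80 with DMSO and 100% = DMSO without agonist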
# Target sequence (P08912 whole entry, looked up): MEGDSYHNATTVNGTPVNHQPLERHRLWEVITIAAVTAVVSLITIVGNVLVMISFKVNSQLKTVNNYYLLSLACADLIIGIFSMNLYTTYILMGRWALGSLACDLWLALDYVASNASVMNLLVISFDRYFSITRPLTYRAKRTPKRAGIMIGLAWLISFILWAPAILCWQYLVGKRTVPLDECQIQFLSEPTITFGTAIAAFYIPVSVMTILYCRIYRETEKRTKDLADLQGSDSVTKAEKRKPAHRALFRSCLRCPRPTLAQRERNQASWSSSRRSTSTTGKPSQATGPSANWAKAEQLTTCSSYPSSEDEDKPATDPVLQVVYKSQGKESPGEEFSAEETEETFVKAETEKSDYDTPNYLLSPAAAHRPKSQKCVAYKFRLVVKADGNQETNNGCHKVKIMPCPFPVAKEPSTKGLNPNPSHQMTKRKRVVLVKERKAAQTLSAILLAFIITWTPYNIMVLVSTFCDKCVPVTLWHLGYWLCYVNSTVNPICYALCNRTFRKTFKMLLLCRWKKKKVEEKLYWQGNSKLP
# TAAR1 antagonist – antagonists of human TAAR1; Q96RJ0; CHO RD-HGA16 TAAR1, Fluo-8 calcium fluorescence, antagonist; inhibition, % at 3 µM; hit rate 1.5% among 360,000; AID 624466;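 active means inhibition above a per-plate cutoff, the mean inhibition of test compounds on that plate plus 3 SD, cut at about 49% in these data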;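 further: 0% = DMSO plus EC80 beta-PEA response and 100% = DMSO alone without agonist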
#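 Assay system: CHO-derived RD-HGA16 cells stably expressing human TAAR1 plus Gα16. Timing: 140 s kinetic read after compound, 140 s after agonist. Technique: kinetic Fluo-8 calcium fluorescence measurement. Measure: % inhibition of agonist calcium response.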
# CRFR2-BP antag – blocks CRF-induced signaling of the CRF-BP/CRF-R2 complex; hit rate 0.59% among 350,000; HEK293 CRF-R2/CRF-BP, CRF-induced calcium fluorescence; inhibition, % at 11.8 µM; AID 588475;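 active means inhibition of the ligand-induced calcium signal above about 50% at the single tested concentration, limit read from the data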
# M1 PAM parental – nonselective activator or artifact in parental CHO-K1 calcium assay; ATP EC20, Fluo-8 calcium fluorescence; 0% at ATP EC20, 100% at ATP max; activation, % at 3 µM; hit rate 0.02% among 360,000; AID 602247;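 active means activation above the run cutoff, the mean activation of all test compounds plus 3 SD, cut at about 40% in these data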;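 further: peak over basal fluorescence ratio in a 140 s read after ATP addition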
# M5 PAM – CHRM5 positive allosteric modulation | CHO-K1 hM5, Fluo-8 calcium, ACh EC20 PAM; 0% = ACh EC20, 100% = ACh EC100 | activation, % at 3 µM | hit rate 0.3% among 360,000 | AID 624038;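 active means activation above the run cutoff, the mean activation of all test compounds plus 3 SD, cut at about 18% in these data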
#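 Measured by: Fluo-8 calcium fluorescence; material: human M5 receptor in CHO-K1 cells; schedule: Post-acetylcholine fluorescence recording 140 s; benchmarks: low control EC20 acetylcholine (0%), high control EC100 acetylcholine (100%); read-out: Max/basal fluorescence ratio as % of EC20–EC100 ACh window; compound: single dose, 3 µM nominal final test concentration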
# M5 ag – agonists of human muscarinic M5 receptor (CHRM5); P08912; CHO-K1 hM5 cells, Fluo-8 calcium fluorescence; 0% DMSO wells, 100% maximal acetylcholine response; activation, % at 3 µM; hit rate 0.19% among 360,000;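 active means activation above the run's mean over test compounds plus 3 SD, cut at about 23% in these data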;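 further: signal is peak over basal fluorescence ratio across the kinetic read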
# Active calls of the source: *; . = no result given.
nr	SMILES	M5 ag	TAAR1 antagonist	CRFBP-R2 agonist	CRFR2-BP antag	M5 PAM	M1 PAM parental	CHRM5 antagonist	TAAR1 agonist	CHRM4 PAM
1	COCCn1cnc2c1c(=O)[nH]c(=O)n2Cc1ccccc1	-2	.	1.2	13	-1	-2	9	.	3
2	Cc1cc(=O)n(CC(=O)O)c2ccccc12	1	8	1.1	16	14	16	1	2	3
3	O=C1N/C(=N/S(=O)(=O)Cc2ccccc2)S/C1=C/c1ccc2c(c1)OCO2	-3	5	-3.0	-1	-7	-4	3	-2	-13
4	CCOc1c(/C=C(\C#N)C(N)=O)c2ccccc2n1CC	-1	-1	-0.9	-13	-7	-15	2	3	5
5	O=C(NCc1ccccc1)c1ccc(Cn2cc(C(F)(F)F)ccc2=O)cc1	-1	14	-0.7	11	-2	7	-1	10	6
6	CCOC(=O)C1(Cc2cccc(OC)c2)CCN(Cc2cccc(O)c2)CC1	-11	-4	0.3	-7	-10	9	13	15	-3
7	Cc1ccc2c(c1)NC(=O)C(CC(=O)NCCCN1CCN(c3cc(Cl)ccc3C)CC1)O2 (centres undefined)	-1	0	-0.5	-12	-22	-8	11	6	-12
8	COC(C(=O)Nc1ccnn1C1CCN(Cc2ccc(C)o2)CC1)c1ccccc1 (centres undefined)	-4	-21	-1.5	13	8	-9	0	2	18
9	CCC/C(=N/NC(=O)c1ccc2c(c1)OCO2)c1cccs1	0	-11	-1.2	6	-5	7	1	2	2
10	CCC1Cc2[nH]c(=S)[nH]c(=O)c2C(c2ccc(Cl)cc2)O1 (centres undefined)	3	-19	.	.	3	3	-12	4	8
11	Cc1ccccc1N1CC(C(=O)N2CC(C)CC(C)C2)CC1=O (centres undefined)	-1	0	7.2	-2	-11	-16	1	1	14
12	O=C(O)C1=C[C@@H](c2csc3ccccc23)C[C@@H](OCCCCO)O1	1	-9	0.1	-1	2	3	7	5	-1
13	CC1CCCC(C)N1CC(O)COCc1ccccc1 (centres undefined)	-1	-14	0.1	-1	6	-2	-1	13	-8
14	CCc1cc(OCCCCNCc2ccccc2)ccc1Cl	2	25	-1.5	-40	-7	26	9	42*	-20
15	O=c1/c(=C\c2cc([N+](=O)[O-])cc([N+](=O)[O-])c2O)sc2nc3ccccc3n12	1	.	6.1	60*	0	-5	3	.	-3
16	CC(NC(=O)CN(C)CC(=O)Nc1ccc(Cl)c(C(F)(F)F)c1)c1ccccc1 (centres undefined)	8	13	0.1	-10	-10	-24	8	10	6
17	Cc1ccc(-n2nc(C)c(NC(=O)COC(=O)c3ccccc3NCCO)c2C)cc1	-2	-1	0.3	-3	4	20	-2	-1	0
18	CCCCCn1c(S(=O)(=O)O)nc2ccccc21	-3	-2	-0.1	-14	-4	18	-2	0	-4
19	Cc1ccc(C(=O)OCCn2cc(C#N)c(=O)[nH]c2=O)cc1	4	-9	0.0	-6	12	10	-7	0	5
20	COc1ccccc1NS(=O)(=O)c1cccc(NC(=O)c2nn(C)c(=O)c3ccccc23)c1	5	37	1.1	-15	-11	4	9	8	-4
21	CCNC(=S)NNC(=O)Cc1ccccc1	3	-7	-0.1	-11	0	-7	6	3	2
22	O=C(CN1CCCCC1)NC(=O)NC1CCCC1	-3	-1	1.1	26	-5	19	9	1	-2
23	CCN(CC)S(=O)(=O)c1cccc(NC(=O)C2CC(=O)N(c3ccc4c(c3)OCCO4)C2)c1 (centres undefined)	5	-40	-2.2	20	-4	-24	2	0	2
24	OC1(c2cccs2)CN(c2ccc(Cl)cc2)C2=[N+]1CCCS2 (centres undefined)	-5	-13	4.3	2	3	-17	11	2	2
25	COCCn1c(C)cc(C(=O)COC(=O)CCc2ccc(S(=O)(=O)N3CCOCC3)cc2)c1C	1	-9	5.1	17	4	17	-4	3	21
26	O=c1ccc2cc(S(=O)(=O)N3CCN(c4ccccc4)CC3)ccc2[nH]1	1	-7	0.0	-1	7	7	-8	3	14
27	O=C(CN(Cc1ccccc1)S(=O)(=O)c1ccc2c(c1)OCCO2)N/N=C/c1ccc(F)cc1	0	-6	6.2	-4	-9	12	1	15	2
28	O=C(O)C(c1ccccc1)C1(O)CCCCC1 (centres undefined)	-4	-21	-0.8	2	9	-5	-13	4	6
29	CCOC(=O)c1[nH]cnc1C(=O)Nc1cccc(OC)c1	-2	-9	-2.6	4	7	24	0	1	8
30	CCc1ccc(NC(=O)NCCCN2CCCC2=O)cc1	-4	-4	-0.2	-3	-1	-18	15	0	-3
31	CCC1(CC)Cc2ccccc2C(=C(C#N)C#N)N1	-16	-6	-1.8	22	13	13	-1	7	3
32	Cc1[nH]n(-c2ccccc2)c(=O)c1N=Nc1ccccc1	-1	6	0.9	5	-4	3	6	-1	6
33	COc1ccc(CN2CCN(Cc3ccc(C)cc3)C(CCO)C2)cc1OC (centres undefined)	-6	-8	-0.9	-6	5	17	6	1	6
34	CCOC(=O)c1c(C)[nH]c(C)c1C(=O)CSc1nnnn1-c1ccccc1	1	4	-0.3	6	-18	16	5	16	-7
35	COc1ccc(C(=O)N2CC=C(c3ccccc3)CC2)cc1S(=O)(=O)N1CCOCC1	-6	-4	-0.1	19	-10	-1	7	7	2
36	Nc1nc(Cl)c(C=O)c(N2CCCCC2)n1	-2	-5	-5.0	-10	2	-10	-4	1	-5
37	O=C(N/N=C/c1c(O)n(-c2ccccc2Cl)c(=O)c2ccccc12)C1COc2ccccc2O1 (centres undefined)	0	.	2.3	-6	-4	17	9	.	-1
38	CC(C)N1CCN(Cc2cn[nH]c2C2CCCCC2)CC1CCO (centres undefined)	-4	-36	-1.2	-2	-1	-13	7	0	-11
39	COCCNC(=O)c1cccc(OC2CCN(Cc3ccc(F)c(OC)c3)CC2)c1	-1	-5	0.0	4	-5	4	-1	-2	-3
40	Cc1ccc(C(=O)Nc2ccc(C(=O)N/N=C/c3c[nH]c4ccccc34)cc2)cc1	-7	47	-1.2	9	-7	20	7	1	-9
41	COc1ccc(NC(=O)N(Cc2ccc(C)cc2)Cc2cccnc2)c(OC)c1	3	1	-1.0	13	-9	14	0	1	7
42	CC(=O)Nc1nc(-c2ccc3c(c2)CCN3C(=O)C2CC2)c(C)s1	-2	-11	0.1	3	3	-3	11	2	-1
43	Cc1cc2ncn(C(=O)N3CCCCC3)c2cc1C	4	6	-1.2	0	5	3	-3	5	7
44	CC(=O)Nc1cccc(OCCCNS(=O)(=O)c2ccc(C#N)cc2)c1	3	-14	0.9	6	-5	-3	-6	4	-2
45	Cc1ccc2nc(SCC(=O)Nc3ccccc3F)nc(=O)n2c1	0	-7	-0.2	4	1	-16	7	5	-2
46	CCOC(=O)CNC(=O)Cn1cnc2c(nnn2-c2cccc(OC)c2)c1=O	-3	5	-0.5	3	-1	-9	13	2	0
47	Cc1ccc(NC(=O)c2cc(S(=O)(=O)N3CCCCC3)ccc2N2CCOCC2)cc1F	1	-12	-1.0	7	-1	-5	-4	4	-4
48	O=C1NC(=O)/C(=C\c2ccc(Cl)cc2Cl)N1	2	2	-2.4	-12	-1	13	16	2	2
49	COc1ccc(CCNC(=O)COc2ccc([N+](=O)[O-])cc2)cc1	1	12	-1.4	22	3	20	-3	0	-2
50	COC(C[C@@H](O)CC(=O)[C@H](C)OCc1ccccc1)OC	2	2	-0.1	6	0	14	0	8	6
51	COc1ccc(-c2oc3c(OC)c(OC)c(OC)c(O)c3c(=O)c2OC)cc1OC	1	38	0.4	1	-11	9	4	1	0
52	O=[N+]([O-])c1ccc(C[n+]2cccc3ccc4cccnc4c32)cc1	-8	-4	-0.6	15	0	18	0	2	4
53	COc1cc(OC)c(S(=O)(=O)Nc2ccccc2N2CCCCC2)cc1NC(C)=O	0	4	0.8	-23	4	21	4	4	9
54	CCCNCc1cc(OC)c(OCCC)cc1Cl	-2	11	0.1	1	4	0	-3	17	22
55	Cc1cc(C(=O)O)ccc1-n1c(C)cc(C=C2C(=O)c3ccccc3C2=O)c1C	-5	0	7.5	-53	-11	-11	2	6	-4
56	Cc1ccc(C(=O)NC2CC(C)(C)NC(C)(C)C2)c(C)c1	2	11	-0.4	-1	9	13	-9	10	17
57	CN(CC(=O)NC(=O)NC1CCCCC1)CC(=O)Nc1ccc(OC(F)(F)F)cc1	2	-2	0.6	-8	1	16	1	9	0

# Full records, looked up by structure. Screens in order: M5 ag | TAAR1 antagonist | CRFBP-R2 agonist | CRFR2-BP antag | M5 PAM | M1 PAM parental | CHRM5 antagonist | TAAR1 agonist | CHRM4 PAM
# `COc1ccc(-c2oc3c(OC)c(OC)c(OC)c(O)c3c(=O)c2OC)cc1OC` is listed as 1 | 38 | 0.4 | 1 | -11 | 9 | 4 | 1 | 0
# `CCCNCc1cc(OC)c(OCCC)cc1Cl` is listed as -2 | 11 | 0.1 | 1 | 4 | 0 | -3 | 17 | 22

# Structures shown so far with an NH in an aromatic ring (nine):
nr	SMILES	M5 ag	TAAR1 antagonist	CRFBP-R2 agonist	CRFR2-BP antag	M5 PAM	M1 PAM parental	CHRM5 antagonist	TAAR1 agonist	CHRM4 PAM
1	COCCn1cnc2c1c(=O)[nH]c(=O)n2Cc1ccccc1	-2	.	1.2	13	-1	-2	9	.	3
10	CCC1Cc2[nH]c(=S)[nH]c(=O)c2C(c2ccc(Cl)cc2)O1 (centres undefined)	3	-19	.	.	3	3	-12	4	8
19	Cc1ccc(C(=O)OCCn2cc(C#N)c(=O)[nH]c2=O)cc1	4	-9	0.0	-6	12	10	-7	0	5
26	O=c1ccc2cc(S(=O)(=O)N3CCN(c4ccccc4)CC3)ccc2[nH]1	1	-7	0.0	-1	7	7	-8	3	14
29	CCOC(=O)c1[nH]cnc1C(=O)Nc1cccc(OC)c1	-2	-9	-2.6	4	7	24	0	1	8
32	Cc1[nH]n(-c2ccccc2)c(=O)c1N=Nc1ccccc1	-1	6	0.9	5	-4	3	6	-1	6
34	CCOC(=O)c1c(C)[nH]c(C)c1C(=O)CSc1nnnn1-c1ccccc1	1	4	-0.3	6	-18	16	5	16	-7
38	CC(C)N1CCN(Cc2cn[nH]c2C2CCCCC2)CC1CCO (centres undefined)	-4	-36	-1.2	-2	-1	-13	7	0	-11
40	Cc1ccc(C(=O)Nc2ccc(C(=O)N/N=C/c3c[nH]c4ccccc34)cc2)cc1	-7	47	-1.2	9	-7	20	7	1	-9

# Not a hit list (roughly 4.2% active in at least one column).
